Screening data: PubChem BioAssay, several laboratories
Keap1 Nrf2 FP: Keap1-Nrf2 (human) interaction inhibition; AID 504523; inhibition, % at 9.4 µM; actives 0.15% (n = 340,000); Keap1 Kelch-Nrf2 peptide fluorescence polarization, 1536-well; Q14145; in the data active = inhibition above about 12%;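 note: human Keap1 Kelch domain with fluorescein labeled Nrf2 9mer peptide probe; 0% = neutral control wells and 100% = peptide positive control; higher means more block of Keap1 binding to Nrf2 peptide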
Arr AP2 block: blocks beta-arrestin peptide binding to AP2 adaptin; FITC-arrestin peptide / GST-AP2 beads, flow cytometry; AP2 beta2 appendage carries R879A mutation; inhibition, % at 10 µM; actives 0.31% (n = 340,000);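 active = inhibition above a set limit, near 3 SD of compounds lacking own fluorescence, cut at about 54% in these data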;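 note: plate controls were DMSO wells for no effect and 5 µM unlabelled arrestin peptide for full effect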
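System: GST-AP2 R879A bound to glutathione beads, E. coli-expressed. Also added: 50 nM FITC-arrestin peptide. Schedule: compound with beads 12 min RT, then probe 1 h RT. Signal: bead flow cytometry, FITC channel. Read-out basis: percent response.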
SR-BI HDL uptake: blocks mouse SR-BI lipid uptake from DiI-HDL. ldlA[mSR-BI] CHO cells, DiI-HDL uptake fluorescence, 3 h. inhibition, % at 12.5 µM. actives 0.96% (n = 320,000). Q61009;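 active = mean replicate inhibition of at least 70% and a set share of replicates each scoring 70 or more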;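 note: 0% = median of neutral control wells and 100% = median of positive control wells; values of inactives mirror those of a sister screen read the other way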
Cardiac RTF inh: cardiac RTF calcium desensitization. P19429+P45379. IANBD-labeled cardiac RTF, Ca2+ fluorescence. inhibition, % at 7.15 µM. actives 0.12% (n = 340,000). AID 493244;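 active = inhibition above the mean inhibition of all tested compounds plus 3 SD, cut at about 17% in these data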;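 note: assay run at fixed EC70 calcium of 1.6 mM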
C-LANA FP: inhibitors of KSHV LANA C-terminal domain DNA binding; actives 0.078% (n = 340,000); inhibition, % at 9 µM; MBP-C-LANA/FAM-LBS DNA binding, fluorescence polarization;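 active = highest replicate inhibition at or above 60% at 9 µM, even if other replicates fall short; inactive = all replicates below 60% inhibition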;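 note: 0% = neutral control wells and 100% = 4 µM acridine orange control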
PvdQ inh: P. aeruginosa PvdQ acylase inhibition | purified PvdQ acylase, fluorescence plate reader | inhibition, % at 10 µM | actives 0.063% (n = 340,000); in the data active = inhibition above about 30%, passing the limit was not always enough;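 note: 0% = vehicle neutral wells and 100% = reference inhibitor wells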
PKA-R2B activ: activates the human PKA-R2B holoenzyme complex; P22694+P31323; PKA-R2B holoenzyme dissociation, Cy5-IP20 fluorescence polarization; R2B truncated from residue 108, S112A mutant; 0% DMSO only, 100% 113 µM cGMP; activation, % at 11.4 µM; actives 0.079% (n = 340,000);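 active = activation above a cutoff set at the mean over all compounds plus 3 SD, cut at about 18% in these data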;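 note: higher means more holoenzyme dissociation and a rise in polarization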
Target sequence (P31323 whole entry, looked up, other chains not shown, the tested form may be a part): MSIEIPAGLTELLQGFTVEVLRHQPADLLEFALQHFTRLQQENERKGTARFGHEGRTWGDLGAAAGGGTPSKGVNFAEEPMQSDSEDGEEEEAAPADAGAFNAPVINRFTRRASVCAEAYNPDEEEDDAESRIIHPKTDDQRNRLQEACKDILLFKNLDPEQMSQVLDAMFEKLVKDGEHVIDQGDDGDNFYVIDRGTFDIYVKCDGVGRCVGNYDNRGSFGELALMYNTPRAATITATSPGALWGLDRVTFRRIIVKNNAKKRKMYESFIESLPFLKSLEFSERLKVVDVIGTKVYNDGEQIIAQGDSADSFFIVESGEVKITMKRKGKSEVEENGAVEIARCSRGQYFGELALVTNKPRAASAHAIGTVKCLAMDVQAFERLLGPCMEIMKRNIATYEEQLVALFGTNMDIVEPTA
DAGLB inhibitor: diacylglycerol lipase beta (human) inhibition; Q8NCG7; HEK293T DAGLB membrane lysate, EnzChek fluorogenic substrate; inhibition, % at 5.17 µM; actives 0.059% (n = 340,000); AID 504411; in the data active = inhibition above about 34%;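 note: 0% = enzyme with vehicle and 100% = wells lacking enzyme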
Target sequence (Q8NCG7 whole entry, looked up): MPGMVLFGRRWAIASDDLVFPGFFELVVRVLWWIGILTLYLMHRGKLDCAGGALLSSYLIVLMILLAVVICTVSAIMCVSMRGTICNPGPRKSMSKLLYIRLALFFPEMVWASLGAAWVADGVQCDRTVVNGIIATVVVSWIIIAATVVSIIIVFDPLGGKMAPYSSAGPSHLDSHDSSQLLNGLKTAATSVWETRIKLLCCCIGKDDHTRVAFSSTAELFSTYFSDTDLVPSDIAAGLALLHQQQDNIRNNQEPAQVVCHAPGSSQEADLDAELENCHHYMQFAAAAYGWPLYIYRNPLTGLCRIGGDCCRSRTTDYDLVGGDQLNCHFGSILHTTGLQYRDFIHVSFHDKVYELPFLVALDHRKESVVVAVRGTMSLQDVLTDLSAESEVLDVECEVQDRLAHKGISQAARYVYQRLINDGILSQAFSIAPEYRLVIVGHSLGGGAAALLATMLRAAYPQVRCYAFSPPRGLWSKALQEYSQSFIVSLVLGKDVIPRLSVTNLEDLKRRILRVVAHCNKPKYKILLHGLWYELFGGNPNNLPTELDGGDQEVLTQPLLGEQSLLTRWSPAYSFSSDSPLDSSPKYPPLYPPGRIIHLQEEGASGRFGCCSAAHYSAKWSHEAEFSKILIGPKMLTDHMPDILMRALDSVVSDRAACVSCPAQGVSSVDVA
SR-BI uptake up: enhances SR-BI lipid uptake from DiI-HDL | CHO ldlA[mSR-BI] cells, DiI-HDL uptake fluorescence, 3 h; 100 = double the neutral-control signal | activation, % at 12.5 µM | actives 0.096% (n = 320,000);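 active = mean replicate activation of at least 60% and every replicate at or above 60%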;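 note: 0% = median plate neutral-control signal and 100% = twice that signal; values of inactives mirror those of a sister screen read the other way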
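Material: SR-BI-overexpressing, LDLR-lacking CHO cells | Dosing: Single compound concentration, delivered by pin transfer | Probe or stimulus: Labelled HDL, 10 µg/mL | Signal: Bottom-read cell fluorescence after medium removal, ex 550/em 595 nm | Schedule: 3 h, 37 °C | Evaluation: HDL uptake via cellular fluorescence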
NSD2 inh: blocks human histone methyltransferase NSD2. NSD2 peptide methylation, AlphaScreen, 120 min. inhibition, % at 12.5 µM. actives 0.54% (n = 310,000). AID 743445; in the data active = inhibition above about 50%
The depositor's hits bear a star; . = not tested or not shown.

SMILES	Keap1 Nrf2 FP	Arr AP2 block	SR-BI HDL uptake	Cardiac RTF inh	C-LANA FP	PvdQ inh	PKA-R2B activ	DAGLB inhibitor	SR-BI uptake up	NSD2 inh
Cc1ccc(OCc2nnc(SCC(=O)Nc3ccc4c(c3)OCO4)n2C)cc1	2	-3	-6	-3	1.0	-12	-5	-1	6	-1
CCOc1ccc(CN2CCNC(=O)C2CC(=O)NCc2ccccn2)cc1 (centres undefined)	-4	-4	-6	-35	0.2	-3	-11	-4	6	3
Cc1cccc(-n2ncc3c(N(C)Cc4ccccc4)ncnc32)c1	-1	-3	2	-4	-1.0	-13	-11	-13	-2	.
C=CCN1C(=O)C2(C(C(=O)c3ccc(C)o3)=C(O)C(=O)N2CCCN2CCOCC2)c2ccccc21 (centres undefined)	-8	-5	-9	0	0.1	-13	2	-2	9	.
CC(C)(C)c1nnc2cccc(Cl)n12	-3	1	-1	-3	0.2	-3	9	-1	1	0
CCOCN(C(=O)Cn1c(CO)nc2ccccc21)c1c(C)cccc1CC	1	-1	-24	-9	-0.2	-7	2	1	24	1
Cc1cc(OCC(=O)C(C)(C)C)c2c(C)c(C)c(=O)oc2c1	0	-3	39	-12	0.7	-9	-3	-8	-34	0
O=C(CC1CCCCC1)NCc1ccccc1	-4	7	-9	-7	0.9	2	-4	-2	9	-2
CC(C)C(C(=O)NCc1ccco1)N(C(=O)CNS(=O)(=O)c1ccccc1)c1ccccc1 (centres undefined)	2	-4	-14	-3	2.9	-3	0	1	14	-2
O=C(CN1C(=O)NC2(CCc3ccccc32)C1=O)Nc1ccccc1Cl (centres undefined)	-4	-6	0	-12	-2.2	-11	2	-2	0	1
CCOC(=O)c1ccc(-n2c(C)nc3ccc(Br)cc3c2=O)cc1	1	2	2	-3	-2.4	-6	5	-2	-2	8
O=C(Nc1ccccc1)N(Cc1cccnc1)Cc1ccco1	-3	30	-11	-8	1.8	-6	8	3	11	-1

Full records as entered above. Order of values: Keap1 Nrf2 FP	Arr AP2 block	SR-BI HDL uptake	Cardiac RTF inh	C-LANA FP	PvdQ inh	PKA-R2B activ	DAGLB inhibitor	SR-BI uptake up	NSD2 inh
Listed for CCOC(=O)c1ccc(-n2c(C)nc3ccc(Br)cc3c2=O)cc1 = 1	2	2	-3	-2.4	-6	5	-2	-2	8
Listed for O=C(CC1CCCCC1)NCc1ccccc1 = -4	7	-9	-7	0.9	2	-4	-2	9	-2
Listed for Cc1cccc(-n2ncc3c(N(C)Cc4ccccc4)ncnc32)c1 = -1	-3	2	-4	-1.0	-13	-11	-13	-2	.

Next entries
SMILES	Keap1 Nrf2 FP	Arr AP2 block	SR-BI HDL uptake	Cardiac RTF inh	C-LANA FP	PvdQ inh	PKA-R2B activ	DAGLB inhibitor	SR-BI uptake up	NSD2 inh
O=C(C1CCN(S(=O)(=O)c2ccc(Br)cc2)CC1)N1CCOCC1	-5	4	-30	11	0.3	-13	-5	0	.	-3
COc1ccc(CCN2C(=O)CC(NNC(=O)c3cccc(O)c3)C2=O)cc1 (centres undefined)	-6	2	-8	-4	-0.1	13	-12	1	8	-1
CCN(CC)S(=O)(=O)c1ccc(NN=c2c(=O)c3ccccc3c2=O)cc1	-3	8	.	0	-2.1	4	-12	1	.	-1
Cc1cc(C)c(C#N)c(SCC(=O)N(CCC#N)c2ccc3c(c2)OCCO3)n1	-4	1	-3	7	0.5	-13	5	0	3	-1
Cc1ccccc1NS(=O)(=O)c1cc(S(C)(=O)=O)ccc1Cl	-2	-4	2	-10	0.9	-17	4	1	-2	-4
O=C(c1ccc(F)cc1)N(NC(=O)C(O)(c1ccccc1)c1ccccc1)c1ccccc1	-2	15	-1	-8	-2.1	-6	10	1	1	0
CC(C)CC1NC(=O)N(CC(=O)N2c3ccccc3NC(=O)C2(C)C)C1=O (centres undefined)	.	16	9	-9	.	4	-8	-1	-9	14
N#CCSc1nnc(SCC#N)s1	-2	4	.	-7	-0.5	-11	-6	1	.	4
COC(=O)C1=C(C)NC2=C(C(=O)CCC2)C1c1cccc(C)n1 (centres undefined)	-3	16	-7	-5	-1.0	-16	-6	3	7	10
CSC1=C(C#N)C(=O)NC(c2ccc(Cl)cc2)S1 (centres undefined)	-1	32	1	0	-1.8	-6	-4	2	-1	0
COc1ccc(C(=O)NCC(=O)OCC(=O)N2CCN(S(=O)(=O)c3ccccc3)CC2)cc1	-2	-10	2	-1	-1.2	2	-14	1	-2	-3
Cc1ccc(-n2nc3c(N4CCC(C(=O)N5CCC(C(N)=O)CC5)CC4)nnc(C)c3c2C)cc1	-74	5	-26	-21	-21	-4	1	0	26	-7
COc1ccc(C2C(C#N)=C(N)N(c3cccnc3)C3=C2C(=O)CC(C)(C)C3)cc1OC (centres undefined)	-3	-5	-35	-7	-2.1	-8	16	1	35	-4
CN(C)c1ccc(NC(=O)c2cccc(N3C(=O)CCC3=O)c2)cc1	-2	6	26	3	0.3	20	-13	-1	-26	-1
NC1=NC2(CCCCCC2)n2c(nc3ccccc32)N1	3	-13	11	-8	-0.8	-9	-5	-2	-11	1
COc1ccc(CC(=O)O/N=C(\N)c2ccncc2)cc1	-4	3	.	1	-1.2	-11	-2	-1	.	-1
COc1cc(CN2CCC(CO)(CCOc3ccccc3)CC2)cc(OC)c1	-4	6	.	-5	1.0	4	-6	-1	.	-1
NC(=O)C1CCN(c2ccnc3cc(Cl)ccc23)CC1	2	12	-18	-3	-0.9	1	-4	-1	18	-3
CNC(=O)CCCCCNS(=O)(=O)c1ccc(C)cc1	-6	0	10	-1	2.3	-7	-6	-3	-10	2
O=C(NCCCn1ccnc1)/C(=C/c1cccnc1)NC(=O)c1ccco1	-1	32	-10	-5	-0.5	11	1	-1	10	-1
CC(C)c1ccc(CNc2ccc([N+](=O)[O-])cn2)cc1	5	-3	14	-14	0.3	11	3	-9	-14	.
Cn1nc(C(=O)OCC(=O)Nc2cc(Cl)ccc2C#N)c2ccccc2c1=O	1	-3	-2	-1	1.0	-15	1	1	2	-1
Cc1cc2cc(CN(CCCN3CCOCC3)C(=O)NC3CCCCC3)c(=O)[nH]c2cc1C	1	-1	-7	-2	1.1	-8	0	-1	7	1
Cc1ccccc1S(=O)(=O)Cc1ccc(C(=O)N(C)C2CCCCC2)o1	6	18	-9	1	-1.4	-7	-3	-1	9	15
O=C(NCc1ccccc1)NC1CCCCC1	2	4	-16	16	0.4	-4	5	0	16	-2
COc1cccc(CN2CCNC(=O)C2CC(=O)N(C)CCC2CCOCC2)c1 (centres undefined)	2	-10	-9	3	3.1	-12	-4	2	9	10
O=C(NCC1CCCO1)/C(=C/c1ccccc1F)NC(=O)c1ccccc1 (centres undefined)	-6	9	.	1	-0.1	7	0	0	.	26
O=C(NCCC1=CCCCC1)C1CCN(S(=O)(=O)c2cccc3cccnc23)CC1	-4	-1	8	-4	0.2	-16	5	-1	-8	.
COc1ccc(CCNC(=O)c2c(O)c3ccccc3[nH]c2=O)cc1OC	0	-2	3	-3	-0.2	-13	2	0	-3	4
Cc1ccc(S(=O)(=O)NCCc2nnc(SCc3cccnc3)n2C)cc1	-6	-14	-14	-17	-1.0	-11	-4	3	14	-4
CC(C(N)=O)N1c2cccc3cccc(c23)S1(=O)=O (centres undefined)	-3	0	-9	-5	0.7	-23	-4	-1	9	-2
O=C(Nc1ccc(Cl)cc1)C1CCC(=O)N1Cc1ccccc1Cl (centres undefined)	-2	23	-14	-3	-2.1	1	3	-1	14	1
COc1ccc(NC(=O)Nc2cccc3ccccc23)cc1S(N)(=O)=O	0	19	18	-23	-2.0	-4	-12	-2	-18	2
COc1ccc(Cl)cc1NC(=O)CN(C)CC(=O)Nc1ccc2c(c1)OCO2	-1	2	14	-4	1.2	-17	7	-3	-14	5
COc1cc(/C=N/n2cnnc2)ccc1OCCOc1ccccc1	-1	5	-5	0	-1.4	-4	-13	-1	5	-1
COc1cc2c3nc4n(c(=O)c3n(CC(=O)NCC3CCCO3)c2cc1OC)CCS4 (centres undefined)	4	-2	.	-19	-0.5	-12	-4	-1	.	6

Compounds listed so far containing two or more sulfur atoms (4):
SMILES	Keap1 Nrf2 FP	Arr AP2 block	SR-BI HDL uptake	Cardiac RTF inh	C-LANA FP	PvdQ inh	PKA-R2B activ	DAGLB inhibitor	SR-BI uptake up	NSD2 inh
Cc1ccccc1NS(=O)(=O)c1cc(S(C)(=O)=O)ccc1Cl	-2	-4	2	-10	0.9	-17	4	1	-2	-4
N#CCSc1nnc(SCC#N)s1	-2	4	.	-7	-0.5	-11	-6	1	.	4
CSC1=C(C#N)C(=O)NC(c2ccc(Cl)cc2)S1 (centres undefined)	-1	32	1	0	-1.8	-6	-4	2	-1	0
Cc1ccc(S(=O)(=O)NCCc2nnc(SCc3cccnc3)n2C)cc1	-6	-14	-14	-17	-1.0	-11	-4	3	14	-4

Later entries:
SMILES	Keap1 Nrf2 FP	Arr AP2 block	SR-BI HDL uptake	Cardiac RTF inh	C-LANA FP	PvdQ inh	PKA-R2B activ	DAGLB inhibitor	SR-BI uptake up	NSD2 inh
CCn1c(SCC(=O)c2ccc(Cl)s2)nnc1-c1cccs1	2	22	10	-4	0.3	-7	-8	2	-10	2
COc1ccc(Cl)cc1NC(=O)COC(=O)CCNC(C)=O	-4	6	-4	1	0.1	-14	-12	-1	4	2
CC(C)C[C@H]1CNC(=S)N1CC1CCCN1C[C@H](CC(C)C)N1C[C@H](Cc2ccc(O)cc2)N(CC2CCCCCC2)C1=S (some centres undefined)	-1	3	-8	-4	-2.0	4	2	-7	8	.
O=C(NCCCCNC(=O)c1cccnc1)c1cccnc1	-2	-11	3	1	1.2	1	-4	1	-3	19
O=C(Nc1ccn(Cc2ccccc2)n1)c1ccc2c(c1)OCO2	3	-5	-13	14	2.8	-2	-12	0	13	26

5 of the compounds above, as a markdown table.
| mol | Keap1 Nrf2 FP | Arr AP2 block | SR-BI HDL uptake | Cardiac RTF inh | C-LANA FP | PvdQ inh | PKA-R2B activ | DAGLB inhibitor | SR-BI uptake up | NSD2 inh |
| --- | --- | --- | --- | --- | --- | --- | --- | --- | --- | --- |
| O=C(Nc1ccn(Cc2ccccc2)n1)c1ccc2c(c1)OCO2 | 3 | -5 | -13 | 14 | 2.8 | -2 | -12 | 0 | 13 | 26 |
| CCn1c(SCC(=O)c2ccc(Cl)s2)nnc1-c1cccs1 | 2 | 22 | 10 | -4 | 0.3 | -7 | -8 | 2 | -10 | 2 |
| COc1ccc(Cl)cc1NC(=O)COC(=O)CCNC(C)=O | -4 | 6 | -4 | 1 | 0.1 | -14 | -12 | -1 | 4 | 2 |
| O=C(NCCCCNC(=O)c1cccnc1)c1cccnc1 | -2 | -11 | 3 | 1 | 1.2 | 1 | -4 | 1 | -3 | 19 |
| CC(C)C[C@H]1CNC(=S)N1CC1CCCN1C[C@H](CC(C)C)N1C[C@H](Cc2ccc(O)cc2)N(CC2CCCCCC2)C1=S (some centres undefined) | -1 | 3 | -8 | -4 | -2.0 | 4 | 2 | -7 | 8 | . |
